bIAP act: intestinal alkaline phosphatase (bovine) activation. purified bovine IAP, CDP-star luminescence, 30 min; active compounds read high; fold of DMSO-control signal, blank-subtracted. AID 1016. activation factor at 20 µM. 200,000 tested, 0.17% active;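 active means activation factor of 2 or more at 20 µM, a signal rise over negative controls twice the positive control's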
PPARg SRC-1 ag: PPARgamma-driven SRC-1 recruitment agonism; P37231; PPARgamma-SRC-1 coactivator recruitment biochemical assay; activation, % at 8 µM; 200,000 tested, 0.41% active; AID 631; in the data active means activation above about 19%;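 further: 0% = DMSO and 100% = reference agonist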
PPARg SRC-2 ag: promotes SRC-2 coactivator recruitment by human PPARgamma; P37231; PPARgamma LBD-SRC-2 recruitment, biochemical; activation, % at 8 µM; 200,000 tested, 0.34% active; AID 1032; in the data active means activation above about 22%;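 further: 0% = vehicle and 100% = reference agonist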
ROMK primary: modulates human ROMK potassium channel activity. P48048. Tet-inducible ROMK, thallium flux fluorescence; actives lie on both sides. B-score at 10 µM. 130,000 tested, 2% active. AID 1918;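 active means signal ratio slope over the read window, or its plate-corrected B-score, at least 3 SD from the plate mean, either direction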;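 further: B-score of the F/F0 ratio slope over 7 to 12 s after thallium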
Target sequence (P48048 whole entry, looked up): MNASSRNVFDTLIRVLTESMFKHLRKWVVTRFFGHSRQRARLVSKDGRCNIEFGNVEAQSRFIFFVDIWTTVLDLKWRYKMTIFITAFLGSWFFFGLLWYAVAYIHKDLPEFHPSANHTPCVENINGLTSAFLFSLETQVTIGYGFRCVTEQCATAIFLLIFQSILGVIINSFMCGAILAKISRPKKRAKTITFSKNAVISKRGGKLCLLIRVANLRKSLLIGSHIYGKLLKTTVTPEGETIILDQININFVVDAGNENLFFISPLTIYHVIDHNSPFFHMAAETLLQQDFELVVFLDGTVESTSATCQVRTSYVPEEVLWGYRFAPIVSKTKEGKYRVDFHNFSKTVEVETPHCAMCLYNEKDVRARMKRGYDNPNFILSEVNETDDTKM
STAT1 inh: reduces IFN-gamma driven STAT1 reporter signal; NIH 3T3 STAT1-luciferase reporter, luminescence; inhibition, % at 5.5 µM; 200,000 tested, 0.35% active;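 active means inhibition above a set limit, the mean inhibition across all tested compounds plus 3 SD, cut at about 34% in these data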;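 further: 0% = IFN-gamma with DMSO and 100% = IFN-gamma with 300 µM nifuroxazide; values of inactives mirror those of a sister screen read the other way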
TNAP act hi DEA: increases human TNAP activity under high phosphate acceptor concentration; P05186; 200,000 tested, under 10 active; purified TNAP, CDP-star luminescence, 1 M DEA, 30 min; active compounds read high; 0 = EDTA background, 1 = DMSO-only activity; AID 1136; activation factor at 20 µM;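 active means activation factor at least 2 at 20 µM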
Target sequence (P05186 whole entry, looked up): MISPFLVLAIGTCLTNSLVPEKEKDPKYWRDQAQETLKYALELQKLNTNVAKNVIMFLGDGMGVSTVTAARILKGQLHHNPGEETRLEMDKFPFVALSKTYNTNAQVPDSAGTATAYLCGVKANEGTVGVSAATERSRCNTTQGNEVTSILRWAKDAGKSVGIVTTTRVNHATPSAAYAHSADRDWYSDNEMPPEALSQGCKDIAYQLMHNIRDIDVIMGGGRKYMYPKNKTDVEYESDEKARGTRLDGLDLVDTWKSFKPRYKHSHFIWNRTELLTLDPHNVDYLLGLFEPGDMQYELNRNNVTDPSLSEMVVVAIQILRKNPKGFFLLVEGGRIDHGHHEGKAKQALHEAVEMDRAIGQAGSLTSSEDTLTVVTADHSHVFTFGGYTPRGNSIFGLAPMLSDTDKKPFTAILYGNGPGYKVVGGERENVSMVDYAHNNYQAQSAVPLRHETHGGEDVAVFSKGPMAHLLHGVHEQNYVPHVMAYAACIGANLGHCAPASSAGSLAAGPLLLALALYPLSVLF
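Test system – human TNAP · Doses – 20 µM single point · Incubation – 30 min, room temperature · Signal – luminescent substrate turnover signal · Read-out basis – activation factor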
PPARg SRC3 recr: promotes SRC-3 coactivator recruitment by human PPARgamma; biochemical PPARgamma/SRC-3 coactivator recruitment assay; activation, % at 8 µM; 200,000 tested, 0.26% active; in the data active means activation above about 23%;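 further: 0% = DMSO and 100% = reference agonist; some compounds past the cut are filed as inactive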
SRC2 TRFRET art: counter-screen for PPARgamma SRC-2 recruitment agonists: TR-FRET artefact; active compounds read high; TR-FRET ratio at 8 µM; 200,000 tested, 0.4% active; AID 1049; in the data active means TR-FRET ratio above about 2000; further: inactives centre near 1500
bIAP inhibitor: intestinal alkaline phosphatase (bovine) inhibition. inhibition, % at 20 µM. purified bovine IAP, CDP-star luminescence, 30 min. AID 1019. 190,000 tested, under 10 active;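 active means over 50% inhibition of intestinal alkaline phosphatase at 20 µM in the single-dose screen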
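System: purified bovine intestinal alkaline phosphatase (IAP) enzyme; Input: IAP diluted 1/65,000,000 in the well; Measured by: CDP-star luminescence signal; Compound dosing: 20 µM single dose; Incubation: 30 min reaction at room temperature.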
STAT3 act: STAT3 signaling activation; U3A cells, IL-6 STAT3-luciferase reporter, luminescence; 100% = signal with IL-6 EC80 alone; activation (% of control), % at 5.6 µM; 190,000 tested, 0.91% active; AID 871;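 active means activation above the screen-wide mean of compound activation plus 3 SD, cut at about 130% in these data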;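 further: 0% = background luminescence of wells with medium and substrate only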
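system = STAT3-luciferase reporter U3A cells | reagent = IL-6 stimulus at 33 ng/mL final | timing = 1 h compound pre-exposure, 6 h IL-6 stimulation, 37 °C | measured by = luminescence | evaluation = % activation versus median of IL-6-stimulated wells | control set = IL-6-only wells as 100% reference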
STAT3 blocker: reduces IL-6 driven STAT3 reporter signal | U3A cells, IL-6 STAT3-luciferase reporter, luminescence; host cell line lacks STAT1 | inhibition, % at 5.5 µM | AID 862 | 190,000 tested, 0.89% active;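 active means inhibition above the mean inhibition across all screened compounds plus 3 SD, cut at about 44% in these data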;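 further: 0% = DMSO only wells and 100% = 100 µM nifuroxazide control wells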
The depositor's hits bear a star; x = no result given. An unsorted share of the library; 3.7% or so of the library scored in one or more.

SMILES | bIAP act | PPARg SRC-1 ag | PPARg SRC-2 ag | ROMK primary | STAT1 inh | TNAP act hi DEA | PPARg SRC3 recr | SRC2 TRFRET art | bIAP inhibitor | STAT3 act | STAT3 blocker
O=c1nc2s/c(=C\c3ccco3)c(=O)n2nc1Cc1ccc(F)cc1 | 0.9 | 6 | -4 | 0.83 | -4 | 1 | 8 | 1573 | 12 | 101 | 1
O=C(CC1CCCCC1)NC1CCCC1 | 1.1 | 1 | -4 | x | -2 | 1 | -7 | 1610 | -6 | 104 | -1
CCOc1ccc(/C(O)=C2\C(=O)C(=O)N(CCN(C)C)C2c2cc(OC)ccc2OC)cc1Cl (centres undefined) | x | -1 | -1 | -0.065 | -3 | x | -2 | 1546 | x | 105 | -3
CCCCOc1ccccc1C(=O)NCCCC(=O)O | 0.9 | 2 | 7 | 0.3 | -7 | 1.1 | 0 | 1605 | 8 | 102 | 5
CC(=O)c1ccccc1OCCn1nnc(-c2ccc(C)cc2)n1 | 1.1 | -2 | -2 | x | 0 | 1 | -8 | 1561 | -10 | 95 | 9
Cc1ccc(OCCCN2C(=O)C(=O)c3cccc(C)c32)cc1 | 1 | 6 | 2 | x | -5 | 1 | 11 | 1603 | -1 | 94 | 11
O=S(=O)(N1CCCCCC1)N1CCN(S(=O)(=O)N2CCOCC2)CC1 | 1 | -4 | 10 | 0.74 | -1 | 1 | -2 | 1405 | 4 | 106 | -4
Cc1csc2nc(CNS(=O)(=O)c3ccc4c(c3)OCCO4)cn12 | 0.9 | -3 | -4 | x | 4 | 1.1 | 9 | 1563 | 8 | 100 | 4
CCN=C1SC(C(=O)Nc2ccc(OC)cc2)CC(=O)N1CC (centres undefined) | 1.1 | 0 | 2 | x | -12 | 1 | 4 | 1420 | -6 | 101 | 4
CC(C)Sc1nc2c(c(=O)[nH]c(=O)n2C)n1Cc1ccc(Cl)cc1 | 1 | 5 | 14 | x | 5 | 1 | 8 | 1477 | 5 | 109 | -9
COc1ccc(C(=O)CSc2nn3c(=O)c(C(C)(C)C)nnc3s2)cc1 | 1 | 4 | 2 | -0.26 | 1 | 1 | 11 | 1640 | 1 | 90 | 14
c1ccc(OCCOCCN2CCc3ccccc3C2)cc1 | 1 | 2 | -1 | x | 3 | 1 | 2 | 1492 | -3 | 117 | -17
Cc1cc(C)cc(N(CCC(=O)O)S(=O)(=O)c2ccc(Cl)cc2)c1 | 1 | 1 | 11 | x | 4 | 1 | 5 | 1733 | 5 | 94 | 7
O=C(Nc1ccc(F)cc1)N1CCN(c2ccc3nnc(-c4ccc(F)cc4)n3n2)CC1 | 1.1 | 2 | -5 | x | 16 | 1 | -3 | 1558 | -7 | 93 | 13
O=C(Nc1ccc(S(=O)(=O)N2CCOCC2)cc1)c1ccc(CN2CCc3ccccc3C2)cc1 | 1 | -1 | -3 | x | 31 | 1 | 1 | 1509 | -2 | 36 | 83*
NS(=O)(=O)c1ccc(CCNC(=S)NC2CCCC2)cc1 | 0.9 | 0 | 1 | -0.029 | -3 | 1.1 | 6 | 1476 | 14 | 129 | -30
Cc1ccc2[nH]c(=O)c(CN(CCCN(C)C)C(=O)Nc3cccc(Cl)c3)cc2c1 | 1 | 5 | 12 | -2.9 | -3 | 1 | 5 | 1697 | -2 | 103 | -5
COc1cc(/C=N/NC(=S)NCCN2CCOCC2)cc(OC)c1O | 1 | 1 | 9 | 0.084 | 4 | 1 | -1 | 1648 | 0 | 101 | 7
CCOc1cccc(C(=O)NC(=S)Nc2ccc3c(c2)OCCO3)c1 | 0.7 | 12 | 10 | 0.063 | -12 | 0.9 | 3 | 1667 | 28 | 107 | -7
COC(=O)c1cc(COC(=O)c2ccc3ccccc3n2)oc1C | 1.1 | -4 | -10 | x | 3 | 1 | -3 | 1519 | -10 | 108 | -5
Fc1ccccc1SCc1nnc(-c2ccccc2Br)o1 | 0.8 | -2 | -1 | -1.1 | -15 | 1 | -1 | 1484 | 16 | 86 | 20
Cc1csc2c(=O)[nH]cnc12 | 0.9 | 0 | -3 | 0.045 | 4 | 1.1 | -1 | 1426 | 6 | 97 | 6
COc1ccc(CNC(=O)COC(=O)CCOc2ccccc2)cc1 | 0.3 | 12 | 3 | 0.23 | 4 | 1.1 | 0 | 1543 | x | 90 | 14
CC(C)NC(=S)N/N=C1\CCCCc2ccccc21 | 0.9 | 2 | 7 | 0.053 | 0 | 1 | 0 | 1450 | 13 | 95 | 5
O=C(CCNS(=O)(=O)c1ccc(Cl)cc1)NCc1ccccn1 | 1 | -4 | 7 | x | -8 | 1 | -4 | 1512 | -5 | 99 | 5

Arranged by the number under bIAP inhibitor (high to low): four from the list above
molecule	bIAP inhibitor
O=c1nc2s/c(=C\c3ccco3)c(=O)n2nc1Cc1ccc(F)cc1	12
CC(C)Sc1nc2c(c(=O)[nH]c(=O)n2C)n1Cc1ccc(Cl)cc1	5
COc1ccc(C(=O)CSc2nn3c(=O)c(C(C)(C)C)nnc3s2)cc1	1
CC(=O)c1ccccc1OCCn1nnc(-c2ccc(C)cc2)n1	-10

(next part)
SMILES | bIAP act | PPARg SRC-1 ag | PPARg SRC-2 ag | ROMK primary | STAT1 inh | TNAP act hi DEA | PPARg SRC3 recr | SRC2 TRFRET art | bIAP inhibitor | STAT3 act | STAT3 blocker
Cc1ccc(NC(=O)CSc2nnc(-c3ccccn3)n2C)cc1 | 0.9 | 7 | 9 | x | 0 | 1.1 | 13 | 1601 | 7 | 93 | 10
CSc1nc2ccc(S(N)(=O)=O)cc2s1 | 0.9 | -1 | 4 | -1.2 | 7 | 1.1 | 1 | 1654 | 6 | 97 | 4
O=C(NCC(c1cccnc1)N1CCN(c2ccc(F)cc2)CC1)c1ccccc1 (centres undefined) | 1 | -4 | 4 | -2.4 | 4 | 1 | 17 | 1514 | 3 | 98 | 5
CCOc1ccc(-n2c(SCc3nc(-c4cccs4)no3)nnc2-c2ccncc2)cc1 | 1 | -2 | 2 | x | -3 | 1 | 0 | 1456 | -3 | 118 | -20
Cc1cnc(C(=O)OCC(=O)Nc2oc(-c3ccccc3)c(-c3ccccc3)c2C#N)cn1 | 1 | -4 | 14 | -0.54 | 1 | 1 | 4 | 1536 | 1 | 109 | -10
COc1ccc(/C=C2\CC/C(=C\c3ccc(OC)cc3OC)C2=O)c(OC)c1 | 0.6 | 14 | 5 | -2.7* | 5 | 0.9 | 0 | 1617 | 43 | 85 | 20
Cc1onc(-c2ccccc2Cl)c1C(=O)Nc1nnc(C(C)C)s1 | 0.9 | 6 | 2 | x | -2 | 1.1 | 0 | 1512 | 12 | 93 | 8
COc1ccc(NC(=O)Nc2ccc3c(c2)N(C)C(=O)CS3)cc1OC | 1.1 | 5 | -4 | x | 1 | 1.1 | 1 | 1507 | -9 | 95 | 7
CC(=O)Nc1nnc(SCc2cccc(F)c2)s1 | 1.1 | -6 | -1 | x | -16 | 1.1 | 3 | 1478 | -6 | x | x
O=[N+]([O-])c1ccccc1S(=O)(=O)NCCC1=CCCCC1 | 0.6 | 6 | 3 | -0.17 | 3 | 1 | -6 | 1710 | 37 | 99 | 8
CC(C)NC(=O)COC(=O)C1CSC2(c3ccc(Br)cc3)CCC(=O)N12 (centres undefined) | 0.9 | 1 | 2 | 0.028 | 2 | 1.1 | 1 | 1569 | 14 | 98 | 3
CN1/C(=C\C(=O)COC(=O)CNC(=O)c2ccc3ccccc3c2)C(C)(C)c2ccccc21 | 1 | -2 | 12 | -0.35 | 3 | 1.1 | 2 | 2236* | 3 | 107 | -11
N=c1c(C(=O)NC2CCCC2)cc2c(=O)n3ccccc3nc2n1CCN1CCOCC1 | 0.9 | 2 | 6 | -0.072 | 4 | 1 | 5 | 1608 | 8 | 95 | 8
O=c1c2cnn(-c3ccccc3)c2nc(-c2cccs2)n1-c1ccc(Br)cc1 | 1.1 | 7 | 3 | -0.31 | -8 | 1 | 12 | 1312 | -5 | 106 | -7
CSc1ccccc1NC(=O)c1ccc(Cl)s1 | 0.7 | 0 | -3 | x | -8 | 1 | -2 | 1624 | 28 | 99 | 3
O=C(Oc1cccc(NC(=O)c2ccccc2Cl)c1)c1ccc([N+](=O)[O-])cc1 | 1 | -2 | 10 | x | 9 | 1.1 | -3 | 1550 | 3 | 90 | 13
CCCCCCCCNC(=O)c1ccc(C)cc1 | 0.9 | 10 | 2 | x | 0 | 1 | 0 | 1526 | 12 | 100 | 0
c1ccc(Cc2noc(CN3CCCC(CN4CCOCC4)C3)n2)cc1 (centres undefined) | 1.1 | -5 | 7 | 0.32 | -7 | 1 | 2 | 1485 | -6 | 105 | -3
Cc1ccc(C)c(S(=O)(=O)NC(CCC(N)=O)C(=O)O)c1 (centres undefined) | 1.1 | 4 | 10 | 0.85 | -4 | 1.1 | -2 | 1529 | -5 | 102 | 5
Cn1c(N)c(C(=O)COC(=O)[C@H](Cc2ccccc2)N2C(=O)c3ccccc3C2=O)c(=O)n(C)c1=O | 1.1 | 0 | 6 | 1.8 | 0 | 1 | 1 | 1549 | -8 | 101 | 2
COc1ccc(CN(C(=O)c2cnccn2)C(C(=O)NC(C)(C)C)c2cc(OC)c(OC)c(OC)c2)cc1 (centres undefined) | 1 | -2 | -1 | x | 0 | 1 | -6 | 1558 | 4 | 97 | 6
O=C(CN1CCN(c2nc(-c3ccc(F)cc3)cs2)CC1)Nc1ccc2c(c1)OCO2 | 1 | 4 | 6 | x | 1 | 1.1 | 9 | 1552 | 3 | 93 | 12
COc1ccc([N+](=O)[O-])cc1NC(=O)CCN1CCN(C)CC1 | 1 | 12 | -4 | 0.014 | -9 | 1 | 1 | 1586 | 0 | 102 | -1
O=C(Cc1cccs1)Nc1ccc(N2CCOCC2)cc1 | 0.9 | 2 | 6 | x | -7 | 1.1 | 1 | 1544 | 5 | 102 | 1
CN(C)S(=O)(=O)c1cccc(NC(=O)COc2nc3ccccc3nc2N2CCOCC2)c1 | 1 | 6 | 11 | x | 6 | 1 | 5 | 1727 | 2 | 101 | 1
COc1ccc(NC(=S)N/N=C/c2cccn2Cc2ccc(F)cc2)cc1 | 0.9 | 1 | 4 | -0.76 | 9 | 1 | 3 | 1472 | 11 | 99 | 6
CC(=O)OC1COC(N2CCc3cc([N+](=O)[O-])ccc32)C(OC(C)=O)C1OC(C)=O (centres undefined) | 0.8 | -1 | -2 | x | 0 | 0.9 | -8 | 1464 | 15 | 109 | 0
Cc1cc(C)c(NC(=O)c2ccccc2C(=O)c2ccccc2)c(C)c1 | 1.1 | 0 | -5 | 0.49 | 3 | 1.1 | 2 | 1552 | -8 | 104 | -4
Nc1ccccc1N=c1ssnc1Cl | 1.1 | 0 | -3 | 0.59 | -12 | 1.1 | 1 | 1618 | -6 | 126 | -28

Screening data: PubChem, several laboratories
